NPY1 pot ag – human NPY-Y1 potentiation or agonism, primary screen. AID 1304. 0.37% of 220,000 active. NPY-Y1 expressing cells, potentiator/agonist activation. P25929. activation, % at 3.6 µM; in the data active means activation above about 33%, passing the limit was not always enough;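 further: cells stimulated with NPY at EC10 then isoproterenol at EC100; 0% = low agonist plus stimulus and 100% = saturating agonist plus stimulus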
Runt-SMMHC FRET – blocks binding of human RUNX1 Runt domain to CBFb-SMMHC. Q01196+Q13951. Cerulean-Runt/Venus-CBFb-SMMHC FRET ratio 530/480, 1 h. inhibition, % at 20 µM. 0.74% of 220,000 active;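 active means mean inhibition across duplicate retests at 20 µM reaching about 50%, limit read from the data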;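 further: 0% = DMSO wells and 100% = wells with excess untagged CBFb-SMMHC; inhibitors lower the FRET ratio by blocking Runt binding to CBFb-SMMHC; some results filed as inactive read as strong as hits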
Target sequence (Q01196 whole entry, looked up, the tested form may be a part): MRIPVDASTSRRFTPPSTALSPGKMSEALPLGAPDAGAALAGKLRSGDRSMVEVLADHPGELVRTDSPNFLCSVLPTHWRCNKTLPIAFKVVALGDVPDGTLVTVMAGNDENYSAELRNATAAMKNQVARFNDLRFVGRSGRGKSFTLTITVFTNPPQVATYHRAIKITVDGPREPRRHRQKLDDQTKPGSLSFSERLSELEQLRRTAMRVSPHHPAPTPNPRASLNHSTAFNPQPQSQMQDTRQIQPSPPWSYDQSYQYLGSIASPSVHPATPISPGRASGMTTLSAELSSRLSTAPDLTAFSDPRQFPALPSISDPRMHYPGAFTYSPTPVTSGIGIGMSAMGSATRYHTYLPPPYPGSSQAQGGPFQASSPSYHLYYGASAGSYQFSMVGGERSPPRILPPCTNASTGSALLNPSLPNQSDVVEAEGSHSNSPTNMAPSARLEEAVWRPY
Target sequence (Q13951 whole entry, looked up, the tested form may be a part): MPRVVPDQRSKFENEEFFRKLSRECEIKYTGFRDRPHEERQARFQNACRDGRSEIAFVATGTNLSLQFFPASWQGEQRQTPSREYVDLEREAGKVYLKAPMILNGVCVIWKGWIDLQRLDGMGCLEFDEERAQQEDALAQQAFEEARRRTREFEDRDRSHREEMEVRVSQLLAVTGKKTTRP
Mdm2 ligase inh – Mdm2 E3 ligase (human) inhibition; cell-based MDM2 ubiquitination luciferase reporter, 2 h; 0 = plate control, 100 = twice control, blank-subtracted; signal enhancement, % at 5 µM; 0.11% of 210,000 active;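 active means signal enhancement of 30% or more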;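 further: luminescence tracks abundance of the self-degrading MDM2-luciferase fusion protein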
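Assay system: mammalian cells stably expressing self-ubiquitinating, self-degrading MDM2 E3–luciferase fusion. Quantity: 2000 cells in each well. Medium: DMEM culture medium. Compound dosing: single-point 5 µM. Timing: cell settling 4 h, compound treatment 2 h, both 37 °C. Technique: luciferase luminescence. Read-out basis: percent signal gain over controls, blank-subtracted. Benchmarks: plate controls and plate blanks.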
Runt-CBFb FRET – inhibitors of human RUNX1 Runt domain binding to CBFb; 0.46% of 220,000 active; inhibition, % at 20 µM; Cerulean-Runt/Venus-CBFb FRET ratio 530/480, 1 h; Q01196+Q13951;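 active means inhibition over about 50% at 20 µM in the single-dose screen, limit read from the data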;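 further: 0% = DMSO wells and 100% = excess unlabeled CBFb competitor control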
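Assay system: Cerulean-Runt domain fusion protein, energy donor; Signal: fluorescence energy transfer, 422 nm excitation, 530/480 nm emission; Timing: 1 h compound exposure, room temperature; Control set: unlabeled CBFb; Medium: Tris buffer pH 7.5 with salts and BSA; Compound: single test concentration of 20 µM, 1% DMSO final; Probe or stimulus: Venus-CBFb 100 nM.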
NPY-Y1 antag – antagonists of human neuropeptide Y receptor Y1; 1% of 200,000 active; inhibition, % at 3.6 µM; HEK293-CNG Y1 cells, membrane potential fluorescence; NPY at EC95, then isoproterenol; AID 1040;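 active means inhibition above the campaign mean inhibition of all tested compounds plus 3 SD, cut at about 20% in these data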;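 further: 0% = DMSO wells given NPY plus isoproterenol and 100% = isoproterenol alone without NPY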
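Material: HEK293 cells with Y1 receptor plus CNG channel; times: compound incubation 1 h at room temperature, readout 45 min post-stimulation; signal: fluorescence, membrane potential probe; read-out basis: fluorescence ratio normalized to % inhibition between controls; benchmarks: full-block control isoproterenol-only wells, zero-block control NPY plus isoproterenol wells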
NPY2 pot ag – human NPY-Y2 potentiation or agonism, primary screen | P49146 | cells expressing NPY-Y2, potentiator/agonist read-out | activation, % at 3.6 µM | 0.45% of 220,000 active | AID 1359; in the data active means activation above about 27%;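 further: cells stimulated with NPY near EC25 plus isoproterenol at EC100; 0% = vehicle plus submaximal agonist and 100% = vehicle plus saturating agonist; some results beyond the cut were filed as inactive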
Hck Nef HTS – blocks Nef-activated human Hck kinase. P08631. Recombinant Hck-YEEI plus Nef, Z-Lyte FRET kinase assay. inhibition, % at 20 µM. 0.68% of 220,000 active;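 active means Hck-Nef kinase inhibition above about 50%, limit read from the data; inactive means inhibition below that limit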;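 further: 0% = DMSO with Hck plus Nef and 100% = Hck alone without Nef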
p97 inhibitor – inhibitors of human p97 ATPase; 0.42% of 220,000 active; inhibition, % at 8 µM; recombinant p97 ATPase, Kinase-Glo ATP luminescence, 3 h; in the data active means inhibition above about 15%;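 further: 0% = DMSO vehicle and 100% = wells lacking enzyme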
RBBP9 inh – human RBBP9 hydrolase inhibition. O75884. recombinant RBBP9, FP-Rh probe fluorescence polarization. inhibition, % at 7.94 µM. 0.2% of 220,000 active. AID 1515;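 active means inhibition above the campaign mean of all tested compounds plus 3 SD, cut at about 14% in these data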;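 further: plate controls were DMSO wells with RBBP9 for no effect and wells lacking RBBP9 protein for full effect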
Target sequence (O75884 whole entry, looked up): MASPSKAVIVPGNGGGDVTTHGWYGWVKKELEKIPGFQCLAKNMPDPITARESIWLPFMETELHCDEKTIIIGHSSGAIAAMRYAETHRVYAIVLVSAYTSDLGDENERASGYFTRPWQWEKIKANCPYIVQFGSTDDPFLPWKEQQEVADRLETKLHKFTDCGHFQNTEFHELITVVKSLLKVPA
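Test system – recombinant human RBBP9 · Input – RBBP9 2.5 µM in dispensing solution, pre-mixing · Medium – Tris buffer pH 8.0, NaCl, Pluronic · Schedule – preincubation 30 min plus labeling 45 min at 25 °C · Measured by – fluorescence polarization · Measure – % inhibition · Controls – DMSO and no-protein wells · Replicates – one well per compound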
Active calls of the source: *; / = no result given.

SMILES	NPY1 pot ag	Runt-SMMHC FRET	Mdm2 ligase inh	Runt-CBFb FRET	NPY-Y1 antag	NPY2 pot ag	Hck Nef HTS	p97 inhibitor	RBBP9 inh
CC(=O)Nc1ccccc1NC(=O)C/C(C)=N/NC(=O)c1ccc([N+](=O)[O-])c(Cl)c1	0.7	-2.1	6.4	-3.1	2.8	-2.2	3.3	4.4	-3.7
CNC(=O)COC(=O)/C=C/c1ccc(F)cc1	0.2	-2.7	-1.5	1.2	0.9	-0.5	16.9	1.4	-4.3
CCN(CC)CCCn1c(C)cc2c(c1=O)C(c1cc(OC)c(OC)cc1OC)C(C#N)=C(N)O2 (configuration not stated)	2.8	4.3	-12.0	-1.3	5.9	18.1	-0.5	5.0	-6.2
CCOC(=O)c1c(NC(=O)CSc2nc3cccnc3n2C)sc(C(C)=O)c1C	-6.2	-15.6	-4.1	21.6	14.4	3.1	7.1	1.4	-12.2
COc1cc(C2NC(=O)NC(c3ccccc3)=C2C(C)=O)ccc1OCC(=O)O (configuration not stated)	-13.9	0.4	-13.3	1.0	-0.6	-4.3	0.3	6.0	-11.0
Cc1ccc(CN(C(=O)c2cc(=O)c3cc(Cl)c(C)cc3o2)C2CCS(=O)(=O)C2)cc1 (configuration not stated)	-5.6	-6.0	-3.7	0.6	5.3	-6.7	0.3	-7.5	-2.9
CCCN(Cc1cc2cc(OC)ccc2[nH]c1=O)C(=O)c1ccco1	-16.3	0.4	-10.9	1.0	/	14.0	13.8	-0.3	-2.8
CCCCNC(=O)CCn1c(=O)c2ccccc2n(Cc2cc(C)ccc2C)c1=O	-5.2	1.0	-2.2	0.7	3.2	-1.7	4.5	-1.7	-6.0
COc1ccccc1CN(C)CC(=O)NC1CCCc2ccccc21 (configuration not stated)	-14.9	-1.2	-7.0	0.4	2.5	-27.5	-7.2	-6.6	-2.1
CCCCCN1N=C(C)CC1=O	-4.1	0.8	-5.7	-2.5	-2.0	-15.6	-10.3	8.8	-4.2
CC1Cc2ccccc2N1C(=S)Nc1ccc(S(N)(=O)=O)cc1 (configuration not stated)	5.9	-0.8	-3.8	2.7	-0.2	8.9	4.9	5.3	-0.5
Cc1c2cnn(CC(=O)O)c(=O)c2c(C)n1Cc1ccccc1	-9.0	-1.9	-12.0	-0.4	0.8	-3.8	0.4	2.8	-6.5
Cn1c(N2CCOCC2)nc(-c2ccccc2)c1-c1ccccc1	15.9	3.3	-7.2	4.0	2.8	-0.2	2.8	-0.3	-10.1
COC(=O)c1ccccc1NC(=O)CSc1nc(-c2ccco2)cc(C(F)(F)F)n1	21.1	-1.3	-5.8	-5.2	-0.2	-3.5	-2.8	2.8	-9.5
CCC(C)(C)n1nnnc1C(c1cc2cc(OC)ccc2[nH]c1=O)N1CCc2ccccc21 (configuration not stated)	-16.3	9.2	10.5	20.9	-1.3	14.9	-0.5	2.7	-7.3
CCc1ccc(NC(=O)C(=O)N/N=C(\C)CC(=O)NCc2ccc(Cl)cc2)cc1	-6.7	-0.3	-21.0	1.6	13.4	-0.3	11.8	1.2	-16.2
Cc1cc(C)c2oc(C(=O)Nc3ccc(S(=O)(=O)Nc4nccs4)cc3)cc(=O)c2c1	20.0	-1.4	/	-4.2	/	8.9	50.6*	6.0	-8.1
O=C(CCC1CCCCC1)Nc1ncn[nH]1	-4.7	1.5	-3.3	-0.9	-5.5	7.1	0.8	1.3	-2.0
O=C(Nc1nc(-c2cccnc2)cs1)c1ccccc1F	14.8	2.3	-2.5	-0.2	-3.4	-10.7	18.5	3.1	-5.6
Cn1c(SCc2ccc(Br)cc2)nnc1-c1ccccn1	6.7	-0.9	1.1	-0.7	/	-9.2	15.9	-2.0	-2.6
CCOC(=O)c1c(-c2ccc(C)o2)csc1NC(=S)NC(=O)c1ccc(F)cc1	8.0	15.5	9.3	33.5	-1.4	0.1	5.1	1.1	-12.3
CCCCNC(=O)C1CCCN(S(=O)(=O)c2c(C)noc2/C=C/c2cccs2)C1 (configuration not stated)	3.6	-1.2	-7.0	-2.4	/	11.2	9.0	-7.3	-13.1
CCOC(=O)CSc1nc2ccccc2c(=O)n1CCN1CCOCC1	5.7	-1.8	-20.8	-1.1	1.1	5.2	1.6	3.0	-4.5
COc1ccc(CCNC(=O)C2CCCCC2C(=O)O)cc1OC (configuration not stated)	-4.2	-1.5	-2.3	0.4	5.2	0.1	5.0	5.3	-0.6
CC(=O)N1N=C(c2ccncc2)CC1c1ccccc1O (configuration not stated)	1.2	-3.8	-4.4	3.4	-3.4	-15.1	19.8	0.3	-8.5

Additional compounds.
SMILES	NPY1 pot ag	Runt-SMMHC FRET	Mdm2 ligase inh	Runt-CBFb FRET	NPY-Y1 antag	NPY2 pot ag	Hck Nef HTS	p97 inhibitor	RBBP9 inh
COc1ccc(N2CCN(c3ccc([N+](=O)[O-])cc3Cl)CC2)cc1	-11.3	-2.2	-5.0	-1.6	6.3	-2.5	9.5	-0.4	2.1
COC(=O)c1ccc(CSc2nc3c(c(=O)n2-c2ccccc2)SCC3)o1	-14.0	-5.1	-81.4	3.1	1.3	-5.6	-5.7	1.0	-6.9
Cc1cccc(/C(N)=N/OC(=O)N2CCOCC2)c1	9.0	0.4	-8.6	-0.1	3.4	-4.2	-0.7	-6.2	-2.7
O=C1c2c(O)cc(O)cc2O[C@@]12c1c(cc(O)c3c1O[C@H](c1ccc(O)cc1)[C@@H](O)C3)O[C@@H]2c1ccc(O)cc1	-24.1	-2.2	/	-0.6	-1.6	1.4	1.0	12.1	-1.6
Cc1sc2ncn(CC(=O)Nc3c(F)cccc3F)c(=O)c2c1S(=O)(=O)N1CCC(C)CC1	0.8	2.9	-16.7	0.9	-7.0	-7.9	20.1	-3.1	-8.3
CCOC(=O)C1(Cc2ccccc2C(F)(F)F)CCN(C2CCN(C(C)C)CC2)CC1	-20.2	7.3	13.6	1.4	13.2	-22.9	19.9	-0.6	-1.9
O=C(CNC(=O)c1ccccc1)OCc1nc2ccccc2s1	-21.2	0.9	-1.2	0.0	5.8	-1.6	-0.6	1.4	-10.5
O=C(NC1CCCCC1)/C(=N\O)c1ccccn1	-1.5	-0.5	-1.5	-3.4	-0.2	4.4	0.2	0.5	-9.3
CN(C(=O)COc1cc(C(F)(F)F)nn1C)c1ccccc1	-1.6	-1.3	-10.5	-0.9	-1.6	0.1	6.7	0.6	1.8
Cc1ccc(Sc2nc([N+](=O)[O-])nn2C)cc1	-30.9	3.4	-4.1	0.0	-1.2	-5.0	5.8	2.4	4.2
Cn1c(SCC(=O)Nc2ccc(F)cc2)nnc1-c1cccnc1	16.3	-0.7	-4.0	1.0	2.8	9.4	6.3	-4.6	-5.6
Cc1ccc(C(CC(=O)N2CCOCC2)c2ccco2)cc1 (configuration not stated)	-15.3	0.5	8.4	1.3	-2.8	2.7	-1.2	-2.9	-6.7
CCCCN(CC)C(=O)Cn1c(=O)sc2ccccc21	3.4	0.2	-10.9	-0.6	2.4	1.5	-17.8	-0.3	-12.0
O=C(NCCc1ccc(Cl)cc1)C1CCC(=O)N1Cc1ccccc1Cl (configuration not stated)	9.0	-5.8	-12.1	-2.6	-3.3	-3.2	1.2	0.8	-6.6
Cc1nc(S(=O)(=O)Cc2ccccc2Cl)nc2c1CCC2	7.2	0.4	-0.8	0.2	6.5	9.7	-9.6	2.0	-1.0
COc1cc(C(=S)N2CCCCC2)ccc1O	4.0	-114.6	-11.7	17.6	2.8	-1.8	1.7	5.0	-5.8
Brc1ccc(-c2nnc3sc(CNCc4ccc5c(c4)OCO5)cn23)cc1	-11.3	1.8	-3.8	0.8	4.5	-15.8	-0.5	-0.1	1.3
CC(=O)c1ccc(NC(=O)CSCC(=O)Nc2ccc3ccccc3c2)cc1	12.5	0.7	-5.0	-0.8	-3.2	11.7	-1.5	2.3	0.8
CC(Nn1cnnc1)c1cc(Cl)ccc1O (configuration not stated)	18.9	-0.5	-6.3	0.8	1.1	5.2	16.4	7.8	-2.3
CCC(=O)c1cccc2c1N=CC1=C(CC(C)(C)CC1=O)N2	-12.1	3.1	5.4	-0.7	6.6	-6.8	1.0	3.5	-5.0
Cc1ccccc1OCCC(=O)Nc1ccc(Cl)cc1F	-3.2	2.1	3.7	-1.1	11.8	5.8	5.5	-0.7	-7.6
Cc1noc(C)c1COc1ccc(C(=O)OCC(=O)N2CC(=O)Nc3ccccc32)cc1	15.9	-8.8	-3.9	-2.6	-1.9	-18.5	-0.4	1.6	-7.4
Oc1ccc(/C=N/NC(=S)NCC2CCCO2)cc1 (configuration not stated)	1.4	-0.8	-19.2	3.8	-2.0	4.0	-19.5	5.0	-2.5
O=C(Nc1ccc(Cl)cc1)Nc1ccc(C(=O)N2CCOCC2)cc1	19.9	-0.9	-9.4	-0.4	/	12.9	5.2	5.5	-10.7
O=C(NNC(=S)Nc1ccccc1C(F)(F)F)c1cccnc1	5.0	-1.1	-12.8	-0.1	4.8	9.0	-0.1	2.8	-3.1

Some values from the list.
RBBP9 inh with CC(=O)c1ccc(NC(=O)CSCC(=O)Nc2ccc3ccccc3c2)cc1 → 0.8
RBBP9 inh with Cc1nc(S(=O)(=O)Cc2ccccc2Cl)nc2c1CCC2 → -1.0

Next results.
SMILES	NPY1 pot ag	Runt-SMMHC FRET	Mdm2 ligase inh	Runt-CBFb FRET	NPY-Y1 antag	NPY2 pot ag	Hck Nef HTS	p97 inhibitor	RBBP9 inh
COc1ccc(C(=O)/C=C/c2ccc(OC)cc2OC)c(O)c1	-17.2	-4.0	7.5	-2.3	1.4	-14.3	7.8	2.9	-1.8
CCN(CC(=O)Nc1cccc(C(C)=O)c1)S(=O)(=O)c1ccccc1	9.0	-5.2	-12.1	-1.6	-2.1	-0.9	-0.2	0.8	-6.6
COCCN1C(=O)/C(=C/c2ccc(Oc3ccc([N+](=O)[O-])cn3)c(OC)c2)SC1=Nc1ccccc1	-9.4	-1.2	12.9	-0.3	7.9	-8.8	6.9	-0.3	-4.1
Cc1oc(-c2ccccc2Cl)nc1CSCC(=O)N1CCCC1	20.4	-5.2	0.4	-0.2	-4.7	5.1	1.2	-0.8	-5.8
COc1ccc(-c2nc3scc(-c4ccccc4)n3n2)cc1	-5.2	-1.7	-2.2	-2.6	-5.0	11.0	1.8	6.4	-0.2
O=C(CN1C(=O)/C(=C/c2cccc(Br)c2)SC1=S)N1CCCC1	-9.2	-3.7	-8.3	-3.6	4.3	-0.4	0.3	2.7	0.0

High-throughput results: PubChem BioAssay, several laboratories
